Bioassay records (PubChem BioAssay)
S100A4 MyoIIA: S100A4-myosin IIA interaction inhibition; 360,000 compounds, 0.14% hits; S100A4/TAMRA-MyoIIA peptide fluorescence polarization; inhibition, % at 10.7 µM; P26447; AID 652163;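 active means mean inhibition of at least 70% across replicates, with every replicate also reaching that level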
Target sequence (P26447 whole entry, looked up): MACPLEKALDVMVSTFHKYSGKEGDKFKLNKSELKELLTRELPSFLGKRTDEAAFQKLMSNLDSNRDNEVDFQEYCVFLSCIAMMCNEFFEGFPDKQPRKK
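System – human S100A4 monomer protein, biochemical binding assay · Buffer or medium – Calcium-containing HEPES buffer, pH 7.2 · Timing – 5 min between mix addition and reading · Also added – TAMRA-labelled myosin IIA heavy-chain peptide probe, 5 nM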
RAD52 anneal inh: RAD52 (human) annealing inhibition; P43351; recombinant RAD52 DNA annealing, FRET fluorescence; inhibition, % at 18.7 µM; 360,000 compounds, 0.46% hits; AID 651710;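 active means every replicate showing at least 50% inhibition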
Target sequence (P43351 whole entry, looked up): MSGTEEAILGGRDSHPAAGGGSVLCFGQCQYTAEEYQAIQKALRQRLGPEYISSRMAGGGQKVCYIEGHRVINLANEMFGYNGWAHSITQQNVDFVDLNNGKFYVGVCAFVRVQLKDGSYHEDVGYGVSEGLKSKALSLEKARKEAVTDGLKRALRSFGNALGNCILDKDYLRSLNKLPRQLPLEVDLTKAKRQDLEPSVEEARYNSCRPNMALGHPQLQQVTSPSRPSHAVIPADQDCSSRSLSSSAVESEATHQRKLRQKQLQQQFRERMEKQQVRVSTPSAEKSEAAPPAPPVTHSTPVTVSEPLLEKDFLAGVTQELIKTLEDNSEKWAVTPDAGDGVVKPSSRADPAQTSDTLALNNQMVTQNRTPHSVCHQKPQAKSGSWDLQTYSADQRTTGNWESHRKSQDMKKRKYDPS
FN deposit inh: fibronectin deposition inhibition; AH1F fibroblasts, Alexa488-fibronectin deposition fluorescence, overnight; inhibition, % at 12.6 µM; 350,000 compounds, 0.086% hits; AID 743247;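 active means mean inhibition across replicates of 30% or more, regardless of how many single replicates reach that level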;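 further: positive control wells lacked labelled fibronectin entirely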
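test system = AH1F fibroblasts assembling fluorescent fibronectin matrix | quantity = 10000 AH1F cells per well | buffer or medium = DMEM plus 2% serum, read in PBS | doses = single dose, pinned | incubation = 1 h cell attachment, overnight exposure to compound and label | detection = fluorescence at 485 nm excitation, 525 nm emission | read-out basis = inhibition from reduced deposited-fibronectin fluorescence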
E-selectin induc: induces E-selectin expression in human endothelial cells. HUVEC E-selectin immunofluorescence imaging; normalized: neutral wells 0, TNF-alpha wells 100. activation, % at 7.58 µM. 260,000 compounds, 0.37% hits. AID 686992;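 active means mean E-selectin-positive cell signal at least 10% of the positive control, reached in at least 60% of replicates, without over 20% cell loss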;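 further: in these data hits start at about 27%; measured in HUVEC primary endothelial cells; signal is the percent of cells scored E-selectin positive by PE staining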
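material = human umbilical vein endothelial cells (HUVEC), E-selectin induction | quantity = 3,000 cells/well | medium = EGM-2 growth medium on 0.1% gelatin-coated wells | technique = immunofluorescence imaging | read-out basis = % PE-positive cells | control set = TNF-alpha positive control, DMSO neutral control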
esBAF inh: inhibitors of esBAF chromatin remodeling in mouse ES cells; Bmi1-luciferase knock-in reporter, 24 h; 100% = twice the neutral-well signal; reporter increase, % at 12.5 µM; 350,000 compounds, 2% hits; in the data active means activation above about 40%;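 further: 0% = median of the plate's neutral control wells and 100% = double that signal; a rise in the Bmi1 reporter signal indicates esBAF inhibition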
Xi reactivation: activators of X-chromosome reactivation in mouse fibroblasts; XiGFP mouse fibroblasts, % GFP-positive cells imaging, 3 d; cells co-treated with 5-aza-dC sensitizer; scaled so ellipticine positive control = 100%; activation, % at 7.58 µM; 360,000 compounds, 0.055% hits; AID 743238;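 active means mean normalized replicate activation at least 10% and every replicate at or above 10%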;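 further: 0% = median of on-plate neutral control wells and 100% = ellipticine 6 µM median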
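Schedule: 3 d treatment, 15 min room-temperature fixation; system: 68-5-11 XiGFP fibroblast line; buffer or medium: DMEM plus 5-aza-dC sensitizer; control set: ellipticine 6 µM positive control; compound: one concentration, pinned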
RAD54 inh: inhibitors of human RAD54 branch migration; RAD54 Holliday junction branch migration, FAM/BHQ fluorescence; AID 602329; inhibition, % at 10.4 µM; 360,000 compounds, 0.14% hits; Q92698;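 active means mean normalized replicate activity at least 40 and at least half of replicates scoring 40 or more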;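 further: 0% = median of neutral control wells and 100% = median of positive control wells; inhibitors cause a drop in the FAM fluorescence signal; in these data hits start at about 50%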
EWS-Fli inh: EWS/Fli transcriptional activity inhibition | A673 NR0B1-luciferase reporter, viability-normalised | inhibition, % at 12.6 µM | 350,000 compounds, 0.67% hits | AID 651661;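 active means mean inhibition of at least 50% after viability correction, with every replicate also passing that limit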;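 further: firefly luciferase signal divided by Alamar Blue viability fluorescence both relative to DMSO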
Active calls of the source: *; . = no result given; & = joins results of further samples.

The line under a structure holds: EWS-Fli inh, RAD52 anneal inh, S100A4 MyoIIA, E-selectin induc, Xi reactivation, FN deposit inh, RAD54 inh, esBAF inh
- COc1ccc(S(=O)(=O)N2CCCC2CNC(=O)C(=O)NC2CCCC2)cc1 (stereo not given)
→ 4, 11, 2, ., 0.1, -2, -6, 16
- CCc1ccccc1NC(=S)N(CCN(C)C)Cc1cccs1
→ 6, -19, -2, 0.6, 0.3, -7, 9, 1
- COc1ccc2c3c([nH]c2c1)[C@H](CO)N(C(=O)c1cccc(F)c1)CC31CCN(S(=O)(=O)c2cccs2)CC1
→ -5, -3, -2, 0.3, 0.3, ., ., .
- NS(=O)(=O)c1ccc(NC(=O)COC(=O)C2(c3ccccc3F)CCCC2)cc1
→ 2, -13, 4, -0.1, -0.1, 9, ., 0
- COC(=O)c1cc(NC(=O)c2ccc(F)cc2)cc(C(=O)OC)c1
→ 7, 1, -1, -0.8, 0.2, -4, ., .
- Cc1cc(C)c(NC(=O)CNC(=O)c2ccccc2OCc2c(C)noc2C)c(C)c1
→ 1, -5, 1, 0.2, -0.1, -1, ., .
- O=C(NC1CCCCC1)c1ccc(S(=O)(=O)N2CCCCC2)cc1
→ ., ., ., 0.3, ., 1, -2, 8
- O=C(Nc1ccccc1N1CCN(C(=O)c2ccccc2)CC1)c1ccco1
→ 2, -6, 3, 0.0, 0.2, 0, ., 0
- CC(C)NC(=O)N(C)C[C@H]1Oc2c(NS(C)(=O)=O)cccc2C(=O)N([C@@H](C)CO)C[C@@H]1C
→ 9, 2, 38, -0.1, -0.2, -6, -1, -6
- Cn1c(N)c(C(=O)CSc2nnc3n2CCCCC3)c(=O)n(C)c1=O
→ -12, 0, -2, ., 0.2, -1, 6, -10

Fetched by structure from above:
The line under a structure holds: EWS-Fli inh, RAD52 anneal inh, S100A4 MyoIIA, E-selectin induc, Xi reactivation, FN deposit inh, RAD54 inh, esBAF inh
- NS(=O)(=O)c1ccc(NC(=O)COC(=O)C2(c3ccccc3F)CCCC2)cc1
→ 2, -13, 4, -0.1, -0.1, 9, ., 0
- CC(C)NC(=O)N(C)C[C@H]1Oc2c(NS(C)(=O)=O)cccc2C(=O)N([C@@H](C)CO)C[C@@H]1C
→ 9, 2, 38, -0.1, -0.2, -6, -1, -6
- COc1ccc(S(=O)(=O)N2CCCC2CNC(=O)C(=O)NC2CCCC2)cc1 (stereo not given)
→ 4, 11, 2, ., 0.1, -2, -6, 16

Other structures.
The line under a structure holds: EWS-Fli inh, RAD52 anneal inh, S100A4 MyoIIA, E-selectin induc, Xi reactivation, FN deposit inh, RAD54 inh, esBAF inh
- Cc1ccc(OCCC(=O)OCC(=O)Nc2c(C)nn(-c3ccccc3)c2C)cc1
→ -4, -20, -8, ., 1.3, ., 4, -6
- CCN(c1ccccc1)c1nc(=O)c2cccnc2s1
→ -2, -6, -3, 2.7, 0.7, -2, -6, -1
- COc1ccc(C)cc1S(=O)(=O)NC(C)C(=O)Nc1ccc2c(c1)OCO2 (stereo not given)
→ -2, -8, -2, 0.0, 0.1, 3, -5, 2
- C[C@@H]1CN([C@@H](C)CO)C(=O)c2cccc(NC(=O)C3CCCCC3)c2O[C@H]1CN(C)CC1CCCCC1
→ 3, -19, 0, 0.1, 0.0, ., 0, 2
- CCCNC(=O)[C@@H]1[C@@H](CO)[C@@H]2Cn3c(ccc(-c4cccc(C(=O)N(C)C)c4)c3=O)[C@H]1N2
→ -5, 6, -5, -0.1, 0.3, ., -8, -5
- Cc1ccc(NC(=O)CN2C(=O)NC3(CCCc4ccccc43)C2=O)c(Cl)c1 (stereo not given)
→ 16, 2, -3, ., -0.1, 3, ., -2
- CCOC(=O)c1ccccc1NC(=O)COC(=O)CN1C(=O)C2CC=CCC2C1=O (stereo not given)
→ 5, -7, 3, -0.2, 0.0, -5, -5, 2
- Cc1ccccc1OCC(=O)NS(=O)(=O)c1ccc(Cl)cc1
→ ., -20, -1, 0.6, 0.0, 3, 3, -9
- CC(C)(C)c1ccc(OCC(=O)Nc2ccc3c4c(cccc24)C(=O)NC3=O)cc1
→ 39, -47, 1, -0.9, 1.5, -3, -2, -24
- Clc1ccccc1-c1ccc(/C=N/Nc2nncc(-c3ccccc3)n2)o1
→ 21, -6, 0, 3.6, 0.0, 0, ., .
- C[C@@H]1CN([C@@H](C)CO)C(=O)c2cc(Br)cnc2O[C@@H]1CN(C)Cc1ccc(Oc2ccccc2)cc1
→ -3&-5, 17&18, -1&7, -0.1&-0.1, 0.0, 5&-17, -5&-4, 1&-6
- COc1ccccc1C(=O)N1CCC(N2CCN(c3ccccc3OC)CC2)CC1
→ -1, -6, 4, 1.0, 0.1, 2, ., .
- NC(=O)C1CCN(C(=O)c2ccc(F)c(S(=O)(=O)N3CCOCC3)c2)CC1
→ -1, -2, -1, ., 0.2, -1, -10, -5
- COc1ccc(S(=O)(=O)Nc2ccc3c(c2)C(=O)N([C@@H](C)CO)C[C@H](C)[C@H](CN(C)Cc2ccc(C(=O)O)cc2)OCCCC[C@@H](C)O3)cc1
→ -11, -11, -2, 0.5, -0.7, ., 0, 6
- COc1cccc(OCC(O)CN2CCN(c3ccc(F)cc3)CC2)c1 (stereo not given)
→ 18, -10, -3, ., 0.0, 5, -6, -2
- Cc1noc(C)c1S(=O)(=O)Nc1ccc2c(c1)C(=O)N([C@H](C)CO)C[C@H](C)[C@H](CN(C)S(=O)(=O)c1cn(C)cn1)OCCCC[C@@H](C)O2
→ -10, 16, -7, ., 0.0, 2, -3, -2
- C[C@@H]1CN([C@@H](C)CO)C(=O)c2cc(-c3ccccc3)cnc2O[C@@H]1CN(C)Cc1ccccc1
→ 4, 2, -9, -0.3, 0.2, 38*, -3, 0
- CCCNC(=O)C[C@H]1CC[C@@H]2[C@@H](COc3ccc(NC(=O)Nc4ccccc4F)cc3C(=O)N2C)O1
→ 9, 9, -1, -0.2, 0.1, 8, 4, -5
- FC(F)Oc1ccccc1/C=N/n1cnc2ccccc21
→ -28, -21, 5, ., 0.3, -4, ., .
- O=C(C[C@@H]1CC[C@@H]2[C@H](COC[C@@H](O)CN2Cc2cccc(F)c2)O1)NCc1cccc(F)c1
→ -1, 6, -12, -0.1, 0.1, -5, -13, 1
- CC(CCCC(C)(C)O)CC1C2=C(CCCC2=O)OC2=C1C(=O)CCC2 (stereo not given)
→ 5, -10, -4, 3.0, 0.1, -8, -12, 4
- COc1ccc(NC(=O)CN2C(=O)NC3(CCCC3)C2=O)cc1Cl
→ -7, -2, -8, ., 0.0, 4, 8, -1
- COc1ccc(-c2csc(N(CC(C)C)C(=O)c3ccco3)n2)cc1
→ -24, -37, -29, ., 0.0, -4, -5, 10
- Cc1ncc([N+](=O)[O-])n1Cc1ccc(F)cc1
→ -3, -25, 2, -0.1, 0.0, 2, ., .
- COc1cc(C2NC(=O)NC(C)=C2C(=O)OC2CCCCC2)cc(Cl)c1O (stereo not given)
→ 8, -19, 2, 0.0, 0.3, 3, -10, -2
- CC1CN(C(=O)CSc2nc(N)c(NC(=O)c3ccc(C(F)(F)F)cc3)c(=O)[nH]2)CC(C)O1 (stereo not given)
→ -1, -49, -3, 0.1, 0.1, 4, -3, 0
- O=C(COC(=O)/C(=C/c1cccs1)c1cccs1)NC(c1ccccc1)c1ccccc1
→ ., ., ., 0.0, -0.1, 6, -3, .
- CC(NC(=O)COC(=O)c1ccc2ccccc2n1)c1ccccc1 (stereo not given)
→ 7, -169, 0, 0.6, 0.2, -7, ., .
- CCCC#Cc1cnc2c(c1)C(=O)N([C@H](C)CO)C[C@@H](C)[C@@H](CN(C)C(=O)c1cccnc1)O2
→ 8, 1, -1, 0.1, -1.3, -19, -10, -2
- COc1ccccc1NC(=S)NC(=O)Cc1ccccc1
→ 13, -9, -1, ., 0.2, 11, -13, .
- Cc1cc(C)n(CC(C)C(=O)O)n1 (stereo not given)
→ -3, -5, -4, 1.1, 0.0, -5, -5, -2
- CO[C@H]1CN(C)C(=O)c2cc(NS(=O)(=O)c3ccc(F)cc3)ccc2OC[C@H](C)NC[C@H]1C
→ -7, -14, 1, 0.6, -0.1, -4, 5, 1
- O=C(NCC[C@H]1CC[C@@H](NC(=O)C2CCCCC2)[C@@H](CO)O1)c1ccc(F)cc1
→ 2, 0, -1, -0.5, 0.5, -1, -11, 7
- O=[N+]([O-])c1ccc(N2CCN(c3cccc(Cl)c3)CC2)nc1
→ -2, -9, 0, ., 0.0, -6, 3, 8
- COc1ccc(C(=O)N[C@H](C(=O)OCC(=O)NC(=O)c2cccn2C)C(C)C)cc1
→ -2, -4, 11, 0.2, 0.0, 10, ., .
- O=C(CC(=O)c1ccncc1)c1ccccc1
→ -7, -12, 2, 1.6, 0.1, 3, ., .
- COc1ccc(C(=O)OC(C)C(=O)NC2CCCCC2C)cc1S(=O)(=O)N1CCOCC1 (stereo not given)
→ 4, -4, -5, -0.1, 0.3, 0, 1, -4
- CCCN(C)C[C@H]1Oc2cc(-c3ccc(OC)cc3)ccc2S(=O)(=O)N([C@@H](C)CO)C[C@H]1C
→ 0, 2, -10, -0.1, 0.1, -3, -5, 0
- CC(C)C[C@@H](CN1CCC[C@H]1CN1C(=O)C(=O)NC[C@@H]1Cc1ccccc1)N1C[C@H](Cc2ccccc2)N(CC2CCCCCC2)C(=O)C1=O
→ 17, -4, 5, 0.0, 0.1, -8, ., .
- O=C(/C=C/c1c(Cl)nc2ccccn12)Nc1ccc(F)cc1
→ -7, -9, -1, ., 0.0, -4, ., .
- Cc1cccc(CC(=O)Nc2cccnc2)c1
→ 4, -10, -5, 0.3, 0.0, -4, 6, 7
- COc1cc(OC)c2c(-c3ccccc3)cc(=O)oc2c1C(CC(=O)N1CCCC1)c1ccc2c(c1)OCO2 (stereo not given)
→ -8, -9, 17, -0.2, -0.1, 3, 2, 3
- CCn1cc(CNC(=O)/C=C/c2ccc([N+](=O)[O-])cc2)cn1
→ -1, -3, 2, ., 0.0, 0, -5, .
- C[C@H](CO)N1C[C@H](C)[C@H](CN(C)Cc2ccc(C(=O)Nc3ccccc3N)cc2)Oc2c(NS(=O)(=O)c3ccc(F)cc3)cccc2C1=O
→ -7, -14, -4, 0.8, -0.1, ., ., .
- CCN(CC)C(=O)[C@H]1C[C@H](CC(=O)NCCCn2ccnc2)C(=O)N2CCc3c([nH]c4cc(CCC(=O)N(C)C)ccc34)[C@]12C
→ -4, -17, -3, ., 0.0, 1, 4, -5
- COc1ccc(/C=C/C(=O)OCC(=O)NC(=O)NC(C)(C)C)cc1
→ 4, -2, -12, 0.0, 0.5, -1, ., .
- O=C(Nc1ccc(F)c(Cl)c1)c1cc(C2CCCCN2C(=O)c2ccc3c(c2)CCO3)on1 (stereo not given)
→ 11, -7, -3, -0.3, 0.3, 8, -3, -2
- C[C@H](CO)N1C[C@H](C)[C@@H](CN(C)C(=O)c2ccncc2)Oc2cc(C#Cc3ccncc3)ccc2S1(=O)=O
→ -46, -41, 1, 0.2, -1.0, ., -3, 9
- C[C@@H]1CCCCO[C@H](CN(C)Cc2ccc(C(F)(F)F)cc2)[C@@H](C)CN([C@H](C)CO)C(=O)c2cc(NC(=O)CCCN(C)C)ccc2O1
→ 2, 20, 11, 0.1, -0.3, ., 3, -1
- Cc1ccc(S(=O)(=O)Nc2cccc3c2O[C@@H](CN(C)CC2CC2)[C@H](C)CN([C@H](C)CO)C3=O)cc1
→ -3, 1, 9, 1.3, 0.1, ., 3, 0
